# influenza NS1A = H1N1 influenza NS1A inhibitors, functional cell based assay (AID 504329). actives 0.3% (n = 340,000). one-dose inhibition, % at 12.5 µM; IC50 in µM for titrated hits. NS1A functional cell-based assay, percent inhibition; higher % means a stronger effect; in the data active = a potency from the dose series; inconclusive = inhibition above about 27% without an active follow-up result; also: strong numbers were not always called active
# M. tuberculosis HTS = M. tuberculosis growth inhibition, HTS (AID 449762); M. tuberculosis H37Rv growth inhibition, 7H9 media; higher % means a stronger effect; inhibition, % at 25 µM; hits with a dose series show IC50 in µM; actives 0.59% (n = 330,000); in the data active = a potency from the dose series; inconclusive = inhibition above about 70% without an active follow-up result;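 also: bacterial growth assessed after seven days of incubation; strong numbers were not always called active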
# M. tuberculosis = growth inhibition of non-replicating M. tuberculosis (AID 488890). Mycobacterium tuberculosis non-replicating, growth inhibition; higher % means a stronger effect. inhibition, % at 25 µM, or IC50 in µM where a hit was titrated. actives 0.39% (n = 320,000); in the data active = a potency from the dose series; inconclusive = inhibition mostly from about 82% at the one dose, without a potency; inactive = the rest, 99 in 100 with inhibition below about 76%;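 also: plate controls were DMSO cells for no effect and high antibiotic wells for full effect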
# inhibitors of VEEV = inhibitors of VEEV TC-83 cytopathic effect, confirmation, Vero cells (AID 588727). one-dose inhibition, % at 20 µM; IC50 in µM for titrated hits. actives 0.13% (n = 350,000). Vero cells, VEEV TC-83 cytopathic effect inhibition; higher % means a stronger effect; in the data active = a potency from the dose series; inconclusive = inhibition mostly from about 14% at the one dose, without a potency; inactive = the rest, 99 in 100 with inhibition below about 12%; also: strong numbers were not always called active
# Salmonella PhoP GFP = Inhibition of PhoP regulon, Salmonella typhi GFP reporter cells, confirmation, 4 h (AID 1850). Salmonella Typhi PhoP-promoter GFP reporter, fluorescence, 4 h; higher % means a stronger effect. one-dose inhibition, % at 50 µM; IC50 in µM for titrated hits. actives 0.33% (n = 310,000); in the data active = a potency from the dose series; inconclusive = inhibition mostly from about 25% at the one dose, without a potency; inactive = the rest, 99 in 100 with inhibition below about 19%;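 also: 0% = induced wells with vehicle and 100% = uninduced wells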
# inhibitors of VEEV 10K pilot screen = also measured in inhibitors of VEEV; calls as there; inhibition, %; measured here: 10K pilot screen inhibition
# The depositor's hits bear a star; i = inactive; ? = inconclusive; · = not tested or not shown. The order is random; 1.4% or so of the library scored in one or more.
# The first 18 entries (preview)
SMILES,influenza NS1A,M. tuberculosis HTS,M. tuberculosis,inhibitors of VEEV,Salmonella PhoP GFP,others
COc1cc(N)c(C(O)c2nccc3cc(OC)c(OC)cc23)cc1OC (configuration not stated),9%,-2%,0%,8.1%,4%,
C/C(CC(=O)Nc1cccc(Cl)c1Cl)=N\NC(=O)C(=O)NC1CCCCC1,10%,4%,18%,3.1%,9%,
CN(C)S(=O)(=O)c1ccc(NC(=O)CN2CCOCC2)cc1,4%,-4%,-5%,6.5%,-9%,
Cc1[nH]c2ccccc2c1C(=O)CSC(=S)N(C)C,4%,1%,53%,1.8%,3%,
CC(=O)c1nc(N2C(=O)CC(Cc3cccc(C)c3)C2=O)sc1C (configuration not stated),-5%,-2%,-17%,i,-13%,
CC1(C)OC(=O)N(c2ccccn2)C1(C)O (configuration not stated),-11%,0%,-10%,i,-9%,
Cc1ccc(OCCCn2ccnc2)c([N+](=O)[O-])c1,-11%,-5%,-7%,2.7%,-24%,
Cc1cccc(NC(=O)c2sc(NC(=O)c3ccco3)c(C#N)c2C)c1C,6%,-6%,10%,i,-17%,
CC(=O)NC(CC(=O)NNC(=O)C(C)Oc1ccccc1F)c1ccccc1 (configuration not stated),-2%,-14%,-11%,1.0%,2%,
Cc1cccc(C)c1NC(=O)COC(=O)c1ccc([N+](=O)[O-])o1,-10%,14%,35%,0.3%,-11%,
O=C(Nc1ccccc1)c1ccc(NC(=O)C2CC2)cc1,-3%,-9%,-20%,0.6%,-11%,
Cc1ccc(S(=O)(=O)N2CCN(C(=O)c3cc(S(=O)(=O)N4CCOCC4)c(Cl)cc3Cl)CC2)cc1,-14%,·,·,1.7%,·,
CSc1ccc(CCNC(=O)CS(=O)(=O)Cc2nc(-c3ccccc3F)oc2C)cc1,-7%,8%,0%,i,0%,
O=C(Nc1nnc(SCc2ccccn2)s1)C1CC(=O)N(c2ccc(F)cc2)C1 (configuration not stated),-3%,-13%,-3%,3.7%,-11%,
COc1ccc(/C(N)=N/OC(=O)COc2ccccc2Cl)cc1,-4%,8%,63%,0.7%,3%,
COc1cc(NC(=O)CCN2CCOCC2)cc(OC)c1,-19%,4%,6%,1.6%,-5%,
Cc1onc(-c2ccccc2Cl)c1C(=O)Nc1nc2c(s1)CCCC2,9%,9%,27%,7.6%,-15%,
CCSc1ncc(Cl)c(C(=O)Nc2ccccc2F)n1,-10%,0%,7%,0.2%,-2%,

# The list itself, repeating the preview:
SMILES,influenza NS1A,M. tuberculosis HTS,M. tuberculosis,inhibitors of VEEV,Salmonella PhoP GFP,others
COc1cc(N)c(C(O)c2nccc3cc(OC)c(OC)cc23)cc1OC (configuration not stated),9%,-2%,0%,8.1%,4%,
C/C(CC(=O)Nc1cccc(Cl)c1Cl)=N\NC(=O)C(=O)NC1CCCCC1,10%,4%,18%,3.1%,9%,
CN(C)S(=O)(=O)c1ccc(NC(=O)CN2CCOCC2)cc1,4%,-4%,-5%,6.5%,-9%,
Cc1[nH]c2ccccc2c1C(=O)CSC(=S)N(C)C,4%,1%,53%,1.8%,3%,
CC(=O)c1nc(N2C(=O)CC(Cc3cccc(C)c3)C2=O)sc1C (configuration not stated),-5%,-2%,-17%,i,-13%,
CC1(C)OC(=O)N(c2ccccn2)C1(C)O (configuration not stated),-11%,0%,-10%,i,-9%,
Cc1ccc(OCCCn2ccnc2)c([N+](=O)[O-])c1,-11%,-5%,-7%,2.7%,-24%,
Cc1cccc(NC(=O)c2sc(NC(=O)c3ccco3)c(C#N)c2C)c1C,6%,-6%,10%,i,-17%,
CC(=O)NC(CC(=O)NNC(=O)C(C)Oc1ccccc1F)c1ccccc1 (configuration not stated),-2%,-14%,-11%,1.0%,2%,
Cc1cccc(C)c1NC(=O)COC(=O)c1ccc([N+](=O)[O-])o1,-10%,14%,35%,0.3%,-11%,
O=C(Nc1ccccc1)c1ccc(NC(=O)C2CC2)cc1,-3%,-9%,-20%,0.6%,-11%,
Cc1ccc(S(=O)(=O)N2CCN(C(=O)c3cc(S(=O)(=O)N4CCOCC4)c(Cl)cc3Cl)CC2)cc1,-14%,·,·,1.7%,·,
CSc1ccc(CCNC(=O)CS(=O)(=O)Cc2nc(-c3ccccc3F)oc2C)cc1,-7%,8%,0%,i,0%,
O=C(Nc1nnc(SCc2ccccn2)s1)C1CC(=O)N(c2ccc(F)cc2)C1 (configuration not stated),-3%,-13%,-3%,3.7%,-11%,
COc1ccc(/C(N)=N/OC(=O)COc2ccccc2Cl)cc1,-4%,8%,63%,0.7%,3%,
COc1cc(NC(=O)CCN2CCOCC2)cc(OC)c1,-19%,4%,6%,1.6%,-5%,
Cc1onc(-c2ccccc2Cl)c1C(=O)Nc1nc2c(s1)CCCC2,9%,9%,27%,7.6%,-15%,
CCSc1ncc(Cl)c(C(=O)Nc2ccccc2F)n1,-10%,0%,7%,0.2%,-2%,
O=S(=O)(Nc1cccc(-c2ccc3nncn3n2)c1)c1cccs1,0%,3%,1%,0.4%,-2%,
CN1C[C@@H]2C[C@@H](c3cccn3-c3nccs3)N3CCC[C@@]23C1=O,4%,-5%,-3%,i,-5%,
CCOc1ccc(NC(=O)c2cc(=O)[nH]c3ccccc23)cc1,-2%,4%,-4%,0.3%,-8%,
c1ccc2c(c1)OCCOCCOCCOCCOCCOc1ccccc1OCCOCCOCCO2,-7%,-9%,-3%,1.6%,-1%,
O=C(NCc1ccccc1)C1c2ccccc2Oc2ccccc21,12%,0%,19%,0.2%,4%,
Cc1cc(=S)cc(C)n1CCCn1ccnc1,-9%,4%,28%,0.4%,-4%,
COC(=O)C(/C=N/OCc1ccc([N+](=O)[O-])cc1)NC(=O)c1cccc(Cl)c1 (configuration not stated),1%,-12%,20%,i,13%,inhibitors of VEEV 10K pilot screen=0.3

# Continued; it opens with the two that closed the last part.
SMILES,influenza NS1A,M. tuberculosis HTS,M. tuberculosis,inhibitors of VEEV,Salmonella PhoP GFP,others
Cc1cc(=S)cc(C)n1CCCn1ccnc1,-9%,4%,28%,0.4%,-4%,
COC(=O)C(/C=N/OCc1ccc([N+](=O)[O-])cc1)NC(=O)c1cccc(Cl)c1 (configuration not stated),1%,-12%,20%,i,13%,inhibitors of VEEV 10K pilot screen=0.3
NS(=O)(=O)c1ccc(CCNC(=O)c2ccc(Cl)c(S(=O)(=O)N3CCCCC3)c2)cc1,-5%,12%,22%,0.8%,·,
Cc1[nH]n2c(=O)c(C#N)c(-c3ccccc3)nc2c1-c1ccccc1,-4%,?,51%,2.6%,0%,
CC1=CC(=O)C=C/C1=C(/c1ccc(O)cc1C)c1ccccc1S(=O)(=O)O,-14%,-13%,-10%,1.1%,·,
COc1ccccc1CNC(=O)C1CCC(CNS(=O)(=O)c2ccc(NC(C)=O)cc2)CC1 (configuration not stated),-9%,1%,-11%,3.7%,-10%,
CCOC(=O)c1cn(Cc2cccc(Cl)c2)c2cc(C)nn2c1=O,17%,7%,5%,0.6%,3%,
COC(=O)CC(N)c1ccc(OC)c2ccccc12 (configuration not stated),8%,8%,-3%,i,12%,
N#CC(C#N)=Cc1cn(-c2ncc(C(F)(F)F)cc2Cl)c2ccccc12,5%,9%,47%,2.1%,-4%,
COc1ccc(C(=O)CCC(=O)Nc2cccc(Cl)c2)cc1,16%,-5%,42%,1.1%,-3%,
COc1ccc(/C(=N\Nc2ccccc2C(=O)O)c2ccccc2)cc1,-1%,23%,52%,1.4%,2%,
COc1cc(OC)cc(C(=O)/C=C2\Sc3ccccc3N2C)c1,-2%,2%,-7%,2.8%,-9%,
Cc1ccc(S(=O)(=O)N(CC(=O)NCC2CCCO2)c2cccc([N+](=O)[O-])c2)cc1 (configuration not stated),-9%,2%,21%,0.5%,-9%,
CC1CC(C)CN(C(=O)C2CC(=O)N(c3ccc(F)cc3)C2)C1 (configuration not stated),4%,-5%,-1%,1.0%,-10%,
COc1cc(CN2CCCCCC2)cc([N+](=O)[O-])c1O,-4%,-16%,-13%,i,-7%,
O=C(NCc1ccco1)c1cc2cc3ccc(Cl)cc3nc2o1,1%,42%,69%,?,-8%,
Nc1c(C(=O)O)sc2nc(-c3ccccc3)cc(-c3ccccc3)c12,16%,0%,9%,4.2%,19%,
CCN(CC)c1ccc2cc(-c3nnc(-c4ccccc4)o3)c(=O)oc2c1,-28%,5%,60%,8.8%,-61%,
CCN1CCN(S(=O)(=O)c2cc(C(=O)O)ccc2Cl)CC1,-4%,-2%,1%,1.1%,-7%,
O=C(Nc1ccc(-c2nc3ncccc3o2)cc1)c1ccc(Br)o1,15%,2%,-4%,1.1%,-21%,
CCn1c(O)c(C=NC2CCCC2)sc1=S,1%,-4%,·,1.2%,-5%,
CC(=O)Nc1cccc(C(=O)OC(C)C(=O)NCc2ccc3c(c2)OCO3)c1 (configuration not stated),-8%,-6%,-13%,1.5%,-8%,
O=C1CCC([N+](=O)[O-])C(c2ccc(Cl)cc2Cl)N1 (configuration not stated),-2%,-8%,-3%,2.1%,4%,
CCOc1ccc(C(=O)COC(=O)c2cc([N+](=O)[O-])ccc2N2CCOCC2)cc1,2%,69%,19%,8.9%,8%,
COc1ccc(CN(CC(=O)NCc2ccc3c(c2)OCO3)C(=O)c2csnn2)cc1,-7%,-4%,-2%,1.2%,6%,
Cn1cccc1CNC(=O)Nc1ccc(Cl)c(Cl)c1,1%,1%,12%,6.0%,-12%,
COc1ccc(C(=O)NNC(=S)NC(=O)c2ccccc2)cc1,-10%,?,?,4.5%,100µM*,

# (list continues)
SMILES,influenza NS1A,M. tuberculosis HTS,M. tuberculosis,inhibitors of VEEV,Salmonella PhoP GFP,others
CCn1ncc(Cl)c1C(=O)NC(=S)Nc1c(C)cc(C)cc1[N+](=O)[O-],-2%,3%,1%,0.7%,-1%,
c1cc2c(cc1Cn1cnnn1)OCO2,7%,0%,3%,i,-10%,
Cc1ccc(CCNC(=O)C2CCN(S(=O)(=O)c3ccc4c(c3)NC(=O)CO4)CC2)cc1,-5%,-1%,3%,0.7%,8%,
CC(C)CNC(=O)C(=O)NCc1ccccn1,0%,0%,-3%,0.1%,-2%,
CCCCc1nc(Cl)c(C#N)c2c1CSC(C)(C)C2,-22%,7%,-18%,0.2%,-18%,
CCOc1ccc(C(=O)NCc2cccnc2)cc1[N+](=O)[O-],5%,-6%,-13%,i,2%,
Cc1ccc(NS(=O)(=O)c2cccc(C(=O)N3CCCCCCC3)c2)cc1,10%,8%,8%,2.8%,1%,
CN(C)CCN(C(=O)c1ccc2c(c1)CCCC2)c1nc2c(F)cccc2s1,0%,-2%,16%,4.8%,-10%,
Cc1cc(=O)oc2cc(OCC3CC(c4ccc(Cl)cc4)=NO3)ccc12 (configuration not stated),-3%,6%,7%,i,4%,
O=C(CSc1nnc(COc2cccc3cccnc23)o1)c1ccc(F)cc1,-3%,8%,26%,5.6%,4%,
O=C(NC(Cc1ccccc1)c1ccc2c(c1)OCCCO2)c1ccccc1 (configuration not stated),21%,-1%,19%,i,-9%,
C=CCNc1nc2ccccc2nc1NS(=O)(=O)c1cccs1,1%,0%,8%,3.9%,-4%,
Cc1ccc(NC(=O)COC(=O)COc2cccc3c2OC(C)(C)C3)c(C)c1,-7%,1%,-18%,1.6%,0%,
COc1cc(C(=O)Oc2ccccc2OC(=O)c2cc(OC)c(OC)c(OC)c2)cc(OC)c1OC,-6%,·,·,2.5%,·,
Cc1ccc(NC(=O)c2oc3ccc(S(=O)(=O)N4CCC5(CC4)OCCO5)cc3c2C)cc1C,11%,6%,-10%,11%,-7%,
CCNc1nc(NCC)n2c(SCC(=O)NCC3CCCCC3)nnc2n1,2%,-3%,-12%,1.2%,5%,
N#Cc1ccccc1NC(=O)COC(=O)c1ccc(F)cc1F,16%,2%,48%,3.6%,1%,
CCOc1ccccc1Oc1coc2cc(OC)ccc2c1=O,-10%,-4%,6%,1.3%,-8%,
Cc1ccccc1N(C(=O)c1csnn1)C(C(=O)NC1CCCCC1)c1ccncc1 (configuration not stated),-52%,2%,-13%,0.3%,-14%,
Cc1coc2c1c(C)cc1oc(=O)c(CC(=O)NCC(=O)O)c(C)c12,2%,-3%,-2%,i,-3%,
COc1ccc(NC(=O)COC(=O)c2ncc(Cl)c(Cl)c2Cl)c(OC)c1,-1%,-11%,69%,0.8%,-6%,
CCOC(=O)C1(CCOC)CCN(C2C3CC4CC(C3)CC2C4)CC1 (configuration not stated),-5%,-1%,1%,1.2%,-3%,
Cc1nc2nc(C)c(NS(=O)(=O)c3cccs3)c(=O)n2[nH]1,6%,6%,-8%,i,-32%,
CNNC(=S)NCCC1=CCCCC1,-3%,-2%,59%,2.2%,3%,
O=S(=O)(NCC(c1ccccc1)N1CCNCC1)c1ccc(Cl)cc1 (configuration not stated),-4%,?,74%,i,1%,
COc1ccc(F)cc1S(=O)(=O)N1CCC2(CC1)OCCN2S(=O)(=O)c1cccs1,-19%,1%,4%,4.4%,6%,
